# High-throughput results as filed in PubChem BioAssay.
# Fam108B counter = mouse Fam108B serine hydrolase inhibitors, primary screen, counter-screen for RBBP9 inhibitor project, biochemical, fluorescence polarization | recombinant Fam108B, FP-Rh probe fluorescence polarization | inhibition, % at 9.51 µM | hit rate 0.33% among 300,000 | AID 1947, 2009;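 active means inhibition above the screen mean inhibition plus 3 SD, computed separately per campaign, cut at about 18% in these data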;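 further: inhibitors lower polarization as less probe binds the enzyme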
# BCLXL inh = inhibitors of human Bcl-xL, primary screen, biochemical, fluorescence polarization, HTS; Bcl-2-like protein 1 (Homo sapiens), Q07817; GST-Bcl-xL / FITC-Bim BH3 peptide fluorescence polarization; inhibition, % at 10.9 µM; hit rate 0.7% among 320,000; AID 2129, 2009;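 active means inhibition above the mean of all tested compounds plus 3 SD, cutoff set per campaign, cut at about 30% in these data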;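 further: 0% = DMSO wells and 100% = unlabeled Bim-BH3 peptide competitor; inhibitors lower millipolarization by displacing the labeled peptide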
# PME-1 inh = PME-1 inhibitors via competitive probe labeling, primary screen, biochemical, fluorescence polarization, FP-Rh probe, HTS; AID 2130, 2009; Protein phosphatase methylesterase 1 (Homo sapiens), Q9Y570; hit rate 0.53% among 320,000; inhibition, % at 5.9 µM; recombinant PME-1;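 active means inhibition above the campaign mean of all compounds plus 3 SD, cut at about 26% in these data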;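 further: competitive labeling of PME-1 active site by serine hydrolase directed probe; 0% = PME-1 with DMSO and 100% = wells lacking PME-1 enzyme; inhibitors block probe labeling so polarization falls and inhibition rises; many of its hits are not listed in these tables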
# Target sequence (Q9Y570 whole entry, looked up): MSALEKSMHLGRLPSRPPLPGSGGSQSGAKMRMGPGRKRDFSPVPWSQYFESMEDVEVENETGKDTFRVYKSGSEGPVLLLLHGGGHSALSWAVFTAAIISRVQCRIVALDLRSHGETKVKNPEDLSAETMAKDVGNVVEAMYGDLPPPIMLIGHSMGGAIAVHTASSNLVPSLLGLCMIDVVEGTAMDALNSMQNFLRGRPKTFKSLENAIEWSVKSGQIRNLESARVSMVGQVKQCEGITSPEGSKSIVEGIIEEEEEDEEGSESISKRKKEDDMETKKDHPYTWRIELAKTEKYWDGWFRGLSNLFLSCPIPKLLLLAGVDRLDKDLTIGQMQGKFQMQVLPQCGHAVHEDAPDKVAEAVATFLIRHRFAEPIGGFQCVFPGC
# GRK2 inh = compounds blocking aptamer binding on GRK2 – biochemical, human GRK2, bead flow cytometry, HTS, primary screen; hit rate 0.59% among 330,000; Beta-adrenergic receptor kinase 1 (Homo sapiens), P25098; AID 488847, 2010; inhibition of aptamer binding, % at 10 µM; FAM-aptamer displacement from GRK2;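 active means inhibition of aptamer binding above 40%, roughly 3 SD of noise, on plates passing a quality check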;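 further: median bead fluorescence of bound FAM aptamer so fluorescent compounds give negative values; no value below 0 was filed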
# Target sequence (P25098 whole entry, looked up): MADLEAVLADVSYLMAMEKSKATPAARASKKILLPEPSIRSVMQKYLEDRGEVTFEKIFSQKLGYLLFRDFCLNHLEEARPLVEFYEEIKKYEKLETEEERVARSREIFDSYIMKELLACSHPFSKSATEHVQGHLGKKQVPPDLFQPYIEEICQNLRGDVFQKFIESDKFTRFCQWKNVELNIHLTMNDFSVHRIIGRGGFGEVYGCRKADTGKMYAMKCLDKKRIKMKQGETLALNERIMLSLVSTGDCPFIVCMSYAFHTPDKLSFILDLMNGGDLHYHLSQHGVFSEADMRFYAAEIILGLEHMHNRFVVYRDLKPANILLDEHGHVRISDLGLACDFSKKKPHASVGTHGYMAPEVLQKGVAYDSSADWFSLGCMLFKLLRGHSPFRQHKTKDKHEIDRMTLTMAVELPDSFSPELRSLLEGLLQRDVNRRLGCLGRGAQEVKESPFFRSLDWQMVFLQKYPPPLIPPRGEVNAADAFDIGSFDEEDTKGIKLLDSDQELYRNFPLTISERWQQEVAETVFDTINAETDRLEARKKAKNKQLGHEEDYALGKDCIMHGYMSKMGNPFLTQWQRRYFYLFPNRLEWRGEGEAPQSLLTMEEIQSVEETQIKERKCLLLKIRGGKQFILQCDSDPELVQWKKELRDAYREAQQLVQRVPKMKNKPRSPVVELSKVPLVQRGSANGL
# MCL1 BIM primary = inhibitors of MCL1 binding to BIM-BH3, primary screen, biochemical, fluorescence polarization; Induced myeloid leukemia cell differentiation protein Mcl-1 (Homo sapiens), Q07820; GST-MCL1 / FITC-Bim-BH3 fluorescence polarization; inhibition, % at 10.9 µM; hit rate 0.68% among 320,000;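 active means inhibition above the mean inhibition of all tested compounds plus 3 SD, set per campaign, cut at about 40% in these data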;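 further: 0% = DMSO wells and 100% = unlabeled Bim-BH3 peptide control; higher means more loss of mP so more displacement of Bim peptide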
# Efflux pump inh = inhibitors of Candida efflux pumps in yeast, primary screen, S. cerevisiae, Nile Red, multiplex | S. cerevisiae Candida pump triplex | inhibition, % at 10 µM | hit rate 0.44% among 330,000 | AID 485275, 2010;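 active means plate passing quality check with inhibition over a set limit, or well fluorescence over plate mean plus 4 SD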;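 further: Nile Red retained in pooled yeast measured as flow cytometry median fluorescence; 0% = buffer negative control and 100% = Enniatin B positive control; higher means more Nile Red kept so more efflux inhibition; some compounds called inactive have numbers as strong as hits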
# GLD-1 RNA inh = GLD-1/TGE RNA complex disruptors, primary screen, biochemical, fluorescence polarization. inhibition, % at 5.96 µM. purified GLD-1 + fluorescein TGE RNA. AID 2280, 2010. hit rate 0.44% among 320,000;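 active means percent inhibition above a per-plate cutoff, the plate mean of test compounds plus 3 SD, cut at about 30% in these data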;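 further: 0% = DMSO wells with GLD-1 and probe and 100% = wells lacking GLD-1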
# VLA-4 inh = inhibition in human VLA-4 binding assay, primary screen, VLA-4 allosteric modulator project, MLPCN library, flow cytometry, VLA-4 expressing cells | Integrin alpha-4 (Homo sapiens), P13612 | ligand binding flow cytometry | inhibition, % (about 7 µM as worked out from the volumes in the protocol) | hit rate 0.2% among 330,000 | AID 2557, 2010; in the data active means inhibition above about 50%
# MEX-5 binding = MEX-5 zinc finger RNA-binding disruptors – biochemical, C. elegans, fluorescence polarization, MLPCN library, primary screen | Zinc finger protein mex-5 (Caenorhabditis elegans), Q9XUB2 | MEX-5/FITC-TCR2 RNA binding; stronger effect = lower value | activity score (negative = inhibition of binding), % at 10 µM | hit rate 0.38% among 300,000;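 active means inhibition past about -25% in most replicates, and total fluorescence under double the plate's negative control median, limit read from the data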;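 further: 0% = DMSO and -100% = 5 µM competing unlabeled TCR2 RNA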
# * marks the source's active call; other numbers are inactive results; i = inactive; x = not tested or not shown. Some of the compounds tested. The share of hits here may be higher or lower than overall.
canonical_smiles	GLD-1 RNA inh	BCLXL inh	GRK2 inh	Efflux pump inh	VLA-4 inh	Fam108B counter	MCL1 BIM primary	PME-1 inh	MEX-5 binding
C/C(=C(/NC(=O)c1ccccc1)C(=O)O)c1ccco1	-7.1	-1.7	1.0	0.4	14.2	-3.4	-5.5	-3.2	x
CC(=O)Nc1nc(-c2cccs2)cs1	2.3	6.4	1.0	0.0	6.0	-6.4	8.3	0.8	1.4
O=c1c2ccccc2nc(SCc2ccccc2Cl)n1Cc1ccccc1	1.7	9.1	0.0	0.2	-6.4	-6.0	8.9	-3.0	-1.7
O=C(Cn1nc(Cc2cccnc2)c2ccccc2c1=O)Nc1ccc2c(c1)OCO2	1.1	2.1	2.0	-0.1	14.2	-5.7	5.4	3.7	5.3
COc1ccc(S(=O)(=O)Nc2ccccc2-c2nc3ccccc3[nH]c2=O)cc1	0.1	0.1	0.0	0.0	-8.3	-3.3	-2.1	21.0	-0.2
COc1cc(/C=C(\NC(=O)c2ccccc2)C(=O)NC(C(=O)O)c2ccccc2)cc(OC)c1OC (stereo not given)	5.8	0.6	3.0	0.1	-4.1	-1.0	-0.6	-5.8	2.4
CC1CN(C(=O)CCC(=O)N2CCN(c3cccc(C(F)(F)F)c3)CC2)c2ccccc2O1 (stereo not given)	0.5	1.1	0.0	-0.1	12.2	4.3	-2.5	5.9	-1.4
COc1cc(NC(=O)COC(=O)c2cc(S(=O)(=O)N3CCOCC3)ccc2F)cc(OC)c1	4.2	x	3.0	-0.4	17.9	x	x	x	x
O=S1(=O)CCC(NC(=S)Nc2ccccc2)C1 (stereo not given)	6.9	7.2	4.0	0.1	6.2	-0.4	6.3	-0.8	0.2
Cc1cccc(C)c1NC(=O)C1(C)c2cccc[n+]2CC(=O)N1Cc1cccs1 (stereo not given)	-2.8	-1.1	0.0	0.1	-4.6	4.4	-11.9	0.4	2.1
O=C(CSc1nc(C(F)(F)F)cc(=O)[nH]1)NCc1ccc2c(c1)OCO2	3.1	-2.3	6.0	0.0	11.5	-1.5	2.0	2.3	1.3
CCCNC(=S)NNC(=O)c1cc(C2CC2)nc2ccccc12	-5.8	5.3	1.0	0.1	-13.4	6.5	9.7	2.1	1.5
CCCn1nnnc1SCC(=O)NCc1cccs1	-2.3	1.9	4.0	-0.1	-7.2	0.1	1.0	-3.0	2.5
CCOc1ccc(-c2ncncc2-c2ccc(OC)cc2)c(O)c1	3.0	7.4	1.0	-0.1	-4.7	1.6	-1.3	-0.9	0.3
CC(=O)N(c1ccc2oc(=O)sc2c1)S(=O)(=O)c1ccccc1	4.8	14.8	2.0	-0.2	1.6	1.2	25.8	-5.5	-0.7
COC(=O)C1=C(CS(=O)(=O)c2ccc(Cl)cc2)NC(=O)NC1c1ccc(O)c(OC)c1 (stereo not given)	8.6	4.7	2.0	0.1	18.0	1.4	3.8	-1.1	1.3
CCC(C)Nc1nnc(SCC(=O)c2c(N)n(C3CC3)c(=O)[nH]c2=O)s1 (stereo not given)	2.7	x	0.0	0.1	3.9	x	x	x	x
Cn1cc(CNCc2ccc(-n3cccn3)cc2)c(-c2ccccc2F)n1	0.3	1.5	0.0	0.2	14.6	-0.8	0.4	-0.4	1.0
Cc1ccc(CCNC(=O)C2CC(c3ccccc3[N+](=O)[O-])=NO2)cc1 (stereo not given)	0.1	3.0	0.0	0.1	25.4	0.8	1.9	-4.2	1.4
Cn1c(=O)n(CCc2ccccc2)c(=O)c2c1nc1n2CCN1Cc1ccco1	-3.6	-12.2	2.0	0.1	-9.3	1.7	-11.5	2.1	1.1
CC(C)CN1CCN(Cc2ccc(Oc3ncccn3)cc2)CC1CCO (stereo not given)	6.1	5.5	1.0	0.0	-3.6	0.8	5.2	-1.2	1.3
COc1ccccc1C(=O)Nc1cccc(SC)c1	-7.3	-9.5	9.0	0.0	2.1	-3.5	-9.7	1.1	0.9
CC(Cl)C(=O)Nc1ccccc1C#N (stereo not given)	2.3	3.5	2.0	-0.1	-6.5	1.9	8.9	0.7	2.4
C=CCNC(=S)N1CCC(C(=O)c2ccc(OC)cc2)CC1	3.0	4.2	2.0	0.1	18.1	-7.0	9.6	3.9	1.8

# Whole records, quoted from the list. Screens in order: GLD-1 RNA inh, BCLXL inh, GRK2 inh, Efflux pump inh, VLA-4 inh, Fam108B counter, MCL1 BIM primary, PME-1 inh, MEX-5 binding
# Profile of CCC(C)Nc1nnc(SCC(=O)c2c(N)n(C3CC3)c(=O)[nH]c2=O)s1 (stereo not given) = 2.7, x, 0.0, 0.1, 3.9, x, x, x, x
# Profile of Cn1c(=O)n(CCc2ccccc2)c(=O)c2c1nc1n2CCN1Cc1ccco1 = -3.6, -12.2, 2.0, 0.1, -9.3, 1.7, -11.5, 2.1, 1.1

# Other compounds:
canonical_smiles	GLD-1 RNA inh	BCLXL inh	GRK2 inh	Efflux pump inh	VLA-4 inh	Fam108B counter	MCL1 BIM primary	PME-1 inh	MEX-5 binding
COc1ccccc1NC(=S)NC(=O)CCCOc1ccc(Cl)cc1Cl	4.8	3.3	0.0	-0.2	10.4	-20.8	14.3	-26.1	-0.8
COc1ccccc1C1C(C(=O)c2cc3ccccc3o2)=C(O)C(=O)N1CCN(C)C (stereo not given)	-15.7	1.2	3.0	-0.1	-10.3	-0.7	-2.4	-4.0	3.6
CNC(=O)C(=O)NCC1OCCN1S(=O)(=O)c1ccc(OC)c(OC)c1 (stereo not given)	1.3	4.9	1.0	-1.3	-1.9	-4.1	0.1	4.3	-3.2
CC(C)c1cc(C(=O)N/N=C/C=C/c2ccccc2)n[nH]1	-1.1	4.8	0.0	0.3	3.7	1.2	3.1	-5.5	-1.7
CCOCC(=O)Nc1nc2ccc(C)cc2s1	8.4	1.2	1.0	-0.1	-3.1	-3.0	9.8	-3.8	0.5
C=CCn1c(NC(=O)c2ccccc2Cl)c(C#N)c2nc3ccccc3nc21	-25.3	-5.1	43.0*	0.1	-98.4	49.3*	-15.0	21.3	-2.3
Cc1ccc(C)c(NC(=O)/C(C#N)=C/c2ccc[nH]2)c1	0.7	-0.9	1.0	0.0	3.3	2.3	0.3	6.0	1.0
O=C1c2ccccc2C(=O)C1c1ccc(Cl)cc1	6.7	2.1	0.0	-0.2	1.0	-5.5	7.1	-2.7	-2.7
CCc1nnc(N/N=C\c2ccc(OC(C)=O)c(OC)c2)n1N	2.2	-2.7	4.0	-0.1	1.0	2.0	-3.1	1.1	0.5
Cn1nnnc1SCC(=O)Nc1nc(-c2ccccc2)c(-c2ccccc2)o1	1.6	6.4	0.0	-0.1	-8.9	-4.4	13.6	-4.5	-0.5
CC(C)CNC(=O)C(=O)NCC1OCCCN1S(=O)(=O)c1cccs1 (stereo not given)	1.3	1.2	0.0	0.0	-5.4	1.1	-1.3	5.9	1.4
CCOC(=O)c1c(C)n(-c2ccccc2)c2ccc(O)c(CN(C)C)c12	4.6	0.5	1.0	-0.2	9.0	2.3	0.7	-3.6	0.9
CCCn1c2ccccc2c2nnc(SCCN3CCOCC3)nc21	5.2	4.2	0.0	-0.1	-0.3	-0.8	3.0	-2.1	0.8
COc1ccc(-c2oc3cc(OC)c(O)c(OC)c3c(=O)c2OC)cc1O	-8.6	2.5	2.0	0.0	16.5	-1.6	-4.6	2.2	-1.5
N#CC(C#N)=C1C=C2C=C(N3CCCCC3)CCC2CC1 (stereo not given)	29.3	35.4*	0.0	9.3*	i	12.9	36.8	10.5	x
CCC(C(=O)OCC(=O)Nc1cccc(S(=O)(=O)NC2=NCCCCC2)c1)c1ccccc1 (stereo not given)	1.3	-4.7	3.0	-0.2	0.4	-4.2	-10.6	1.6	-1.0
C/C(=N/NC(=O)c1ccc(Br)s1)c1cccnc1	x	x	0.0	0.0	1.4	x	x	x	0.6
O=C(Cn1cnc2ccccc21)N/N=C/c1cccc([N+](=O)[O-])c1	3.1	4.7	3.0	0.1	10.2	1.9	4.3	-3.0	-0.1
COc1ccc(C(=O)O)cc1S(=O)(=O)N(C)CCc1ccccn1	0.5	3.2	0.0	-0.1	-13.4	5.3	9.4	4.0	-1.5
CCC(C)NC(=O)c1nn(Cc2ccccc2)c(=O)c2ccccc12 (stereo not given)	5.8	0.1	2.0	0.1	4.2	0.9	5.1	-2.4	-0.5
COC(=O)c1cc(OC)c(OC)c(OC)c1N	3.5	-0.9	2.0	0.1	13.6	-1.8	-1.5	-6.0	1.6
O=C(Nc1ccccc1)Oc1ccccc1N1CCOCC1	1.8	0.7	1.0	0.1	-3.2	3.1	1.2	4.3	0.7
COCC(C)NC(=O)c1noc2c1CCc1cc(OC)ccc1-2 (stereo not given)	4.8	-2.1	1.0	0.0	10.1	1.8	-0.8	0.6	1.4
Cc1nnc(SCc2cccc3ccccc23)s1	4.3	-0.8	1.0	0.1	4.3	0.8	-4.8	7.6	2.8
COc1ccc(CNC(=O)c2sc3nc4c(c(C(F)(F)F)c3c2N)CCC4)cc1	-7.0	2.7	0.0	-0.1	-0.9	-0.8	23.3	-1.9	-0.6
Cn1c(SCC(=O)N2CCCC2)nnc1-c1cnccn1	-2.6	2.9	1.0	0.1	5.5	-1.7	1.0	-1.7	-0.6
COc1ccc(N/C=C/C(=O)c2ccc(C)cc2)c([N+](=O)[O-])c1	6.9	-1.4	3.0	0.0	7.9	5.6	-7.1	-2.8	-3.0
COc1ccc(N2CCN(C(=O)COc3ccc4c(C)cc(=O)oc4c3C)CC2)cc1	1.5	-2.2	6.0	0.0	-0.1	-0.9	-1.7	0.3	-0.4
Cc1cc(C)c2c(N)c(C(=O)N3CCCCCC3)sc2n1	0.1	10.0	2.0	0.0	8.5	1.9	4.6	-2.9	1.6
COc1ccc(NC(=O)CN2C(=O)NC3(CCCCC3C)C2=O)cc1S(=O)(=O)N1CCOCC1 (stereo not given)	-0.1	x	5.0	-0.2	-1.1	x	x	x	x
COc1cc(OC)cc(C(=O)NCC(=O)OCc2cc(=O)oc3cc(OC)ccc23)c1	-1.1	4.5	5.0	0.0	3.4	-2.2	2.7	-9.4	-1.0
COc1ccc(C(CNC(=O)c2ccc(-n3cnnn3)cc2)N2CCOCC2)cc1 (stereo not given)	-0.5	3.6	0.0	-0.1	5.9	-2.9	6.3	-10.8	1.5
Cc1cc2cc(CNC(=O)c3ccc(S(=O)(=O)N4CCOCC4)cc3)ccc2n1C	23.3	10.6	26.0	0.1	7.8	-1.7	15.7	-1.3	-1.2
COc1ccc2c(c1OC)C(=O)N(c1ccc(F)cc1)C2	-0.3	1.3	0.0	0.1	11.4	1.4	-2.6	7.1	2.0
